High-throughput results from PubChem BioAssay.
mIAP activ – mouse IAP activation. muIAP, CDP-Star luminescence, 30 min; active compounds read high; 1 = vehicle-only enzyme signal, 0 = enzyme-free wells. activation factor at 10 µM. hit rate 0.24% among 330,000;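 active means activation factor of at least 2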; further: the source names both 10 and 20 µM as test concentration; values of inactives mirror those of a sister screen read the other way
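Assay system: mouse IAP enzyme / Compound: DMSO-dissolved test compounds / Timing: 30 min, room temperature / Measured by: luminescence from enzymatic CDP-Star hydrolysis / Control set: DMSO-only wells, enzyme-free buffer wells as negative control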
ATG4B inh – inhibitors of human ATG4B cysteine protease | Q9Y4P1 | ATG4B cleavage of LC3-PLA2, NBD-HPC fluorescence, 1 h | inhibition, % at 8.33 µM | hit rate 0.51% among 340,000 | AID 504462; in the data active means inhibition above about 40%
Target sequence (Q9Y4P1 whole entry, looked up): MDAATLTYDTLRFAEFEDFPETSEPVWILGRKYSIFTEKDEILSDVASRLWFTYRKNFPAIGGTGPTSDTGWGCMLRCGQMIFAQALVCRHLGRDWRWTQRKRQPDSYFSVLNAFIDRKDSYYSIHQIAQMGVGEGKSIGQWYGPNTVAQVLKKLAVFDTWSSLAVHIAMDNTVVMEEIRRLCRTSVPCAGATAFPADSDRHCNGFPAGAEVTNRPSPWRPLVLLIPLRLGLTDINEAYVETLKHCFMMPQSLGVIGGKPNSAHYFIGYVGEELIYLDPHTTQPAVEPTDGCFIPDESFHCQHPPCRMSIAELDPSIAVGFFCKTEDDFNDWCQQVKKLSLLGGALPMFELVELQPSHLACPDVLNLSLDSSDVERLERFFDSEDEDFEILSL
PfG6PD inh – PfG6PD (Plasmodium falciparum) enzyme inhibition. hit rate 0.78% among 350,000. PfGluPho enzyme, NADPH resazurin-diaphorase fluorescence. AID 504690. inhibition, % at 20 µM;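 active means inhibition reaching at least a set limit at 20 µM in the primary screen, cut at about 59% in these data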;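 further: 0% = DMSO wells with substrate and 100% = DMSO wells lacking glucose-6-phosphate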
mIAP block – mouse IAP inhibition; hit rate 0.2% among 330,000; AID 2806; inhibition, % at 10 µM; purified mouse IAP, CDP-Star luminescence, 30 min;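 active means inhibition of at least 40% at 10 µM in the primary screen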;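 further: plate controls were DMSO with enzyme for no effect and no enzyme wells for full effect; values of inactives mirror those of a sister screen read the other way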
HKDC1 inhibitor – inhibitors of human hexokinase HKDC1 | recombinant HKDC1, G6PDH/diaphorase resazurin coupled fluorescence | inhibition, % at 20 µM | hit rate 0.16% among 340,000;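 active means inhibition above about 35% when tested at 20 µM, limit read from the data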;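 further: plate controls were DMSO wells with enzyme for no effect and DMSO wells lacking enzyme for full effect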
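Test system: recombinant HKDC1 (HK5) hexokinase enzyme, produced in-house; Amount: enzyme 5 µg/mL final; Buffer or medium: Tris pH 8.0 buffer with MgCl2, Tween-20, BSA, BME; Reagent: glucose and ATP substrates; Doses: 20 µM test compound, 1% DMSO; Incubation: 90 min reaction incubation at room temperature, dark; Detection: resorufin fluorescence at 613 nm.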
A3A deaminase – human APOBEC3A DNA deaminase inhibition; P31941; recombinant A3A, FAM/TAMRA ssDNA deamination fluorescence; inhibition, % at 20 µM; hit rate 0.41% among 330,000; AID 493011;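 active means at least 40% inhibition at 20 µM here, with at most 30% in a related deaminase screen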;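 further: plate controls were A3A with DMSO for no effect and wells lacking A3A enzyme for full effect; some results filed as inactive read as strong as hits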
Target sequence (P31941 whole entry, looked up): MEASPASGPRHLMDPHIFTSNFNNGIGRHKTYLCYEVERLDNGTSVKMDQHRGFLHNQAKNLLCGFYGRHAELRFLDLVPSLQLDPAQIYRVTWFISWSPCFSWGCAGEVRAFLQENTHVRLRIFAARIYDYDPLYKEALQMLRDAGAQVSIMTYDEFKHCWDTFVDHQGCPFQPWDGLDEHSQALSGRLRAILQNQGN
hIAP block – blocks human intestinal alkaline phosphatase. inhibition, % at 10 µM. P09923. hit rate 0.12% among 330,000. purified IAP, CDP-Star luminescence, 30 min;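 active means inhibition reaching a set limit with compound at 10 µM in the primary screen, cut at about 35% in these data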;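 further: plate controls were DMSO wells with enzyme for no effect and no-enzyme buffer wells for full effect; values of inactives mirror those of a sister screen read the other way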
Target sequence (P09923 whole entry, looked up): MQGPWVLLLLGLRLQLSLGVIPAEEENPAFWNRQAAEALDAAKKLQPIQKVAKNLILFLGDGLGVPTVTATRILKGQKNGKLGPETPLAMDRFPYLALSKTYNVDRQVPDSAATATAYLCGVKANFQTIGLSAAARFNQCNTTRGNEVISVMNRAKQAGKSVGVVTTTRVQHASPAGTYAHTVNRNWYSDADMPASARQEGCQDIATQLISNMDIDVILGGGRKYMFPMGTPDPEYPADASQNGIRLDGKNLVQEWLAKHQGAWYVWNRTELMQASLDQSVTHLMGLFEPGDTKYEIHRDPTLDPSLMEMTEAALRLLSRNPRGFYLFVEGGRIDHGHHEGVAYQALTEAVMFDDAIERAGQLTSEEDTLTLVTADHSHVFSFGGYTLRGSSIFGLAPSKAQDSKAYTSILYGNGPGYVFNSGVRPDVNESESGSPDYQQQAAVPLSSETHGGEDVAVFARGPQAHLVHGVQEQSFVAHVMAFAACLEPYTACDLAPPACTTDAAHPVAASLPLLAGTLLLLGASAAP
hIAP act – human IAP activation. purified human IAP, CDP-Star luminescence, 30 min; active compounds read high; 1 = vehicle-only enzyme, 0 = enzyme-free background. P09923. activation factor at 10 µM. AID 2524. hit rate 0.16% among 330,000;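 active means activation factor of the enzyme at least 2-fold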; further: the source names both 10 and 20 µM as test concentration; values of inactives mirror those of a sister screen read the other way
* hit, by the source's call; . = no result given.

A first look, 2 compounds:
nr | mIAP activ | ATG4B inh | PfG6PD inh | mIAP block | smiles | HKDC1 inhibitor | A3A deaminase | hIAP block | hIAP act
1 | 1 | -6.7 | -7.9 | -0.2 | CCC(=O)OCc1cc2cccc(C)c2[nH]c1=O | -2.9 | -1.4 | 5.5 | 0.945
2 | 0.965 | 11.6 | -9.7 | 3.5 | O=C(c1ccc(Cl)s1)N1CCCC1 | -4.4 | 0.8 | 5.3 | 0.947

All compounds of this part, repeating the preview:
nr | mIAP activ | ATG4B inh | PfG6PD inh | mIAP block | smiles | HKDC1 inhibitor | A3A deaminase | hIAP block | hIAP act
1 | 1 | -6.7 | -7.9 | -0.2 | CCC(=O)OCc1cc2cccc(C)c2[nH]c1=O | -2.9 | -1.4 | 5.5 | 0.945
2 | 0.965 | 11.6 | -9.7 | 3.5 | O=C(c1ccc(Cl)s1)N1CCCC1 | -4.4 | 0.8 | 5.3 | 0.947
3 | 1.06 | -7.2 | 14.0 | -6.0 | O=C(Cc1ccc(-n2c(=O)c3ccccc3n(Cc3ccccc3Cl)c2=O)cc1)NCC1CCCO1 (stereo not given) | -2.9 | 2.3 | 4.4 | 0.956
4 | 1.04 | 8.5 | -15.7 | -4.4 | Cn1nc(C(C)(C)C)c([N+](=O)[O-])c1C(=O)NC1CCCCC1 | -7.6 | 1.5 | 1.6 | 0.984
5 | 0.849 | -4.4 | 9.5 | 15.1 | N#CC1=C(N)NC(SCC(=O)Nc2ccccc2)=C(C#N)C12CCCC2 | 1.3 | 0.4 | 6.8 | 0.932
6 | 1.02 | 0.3 | -6.2 | -1.9 | COc1cccc(S(=O)(=O)Nc2ccc(C(=O)N3CCN(C(=O)c4ccco4)CC3)cc2)c1 | -1.2 | -1.7 | 0.3 | 0.997
7 | 1.17 | -7.4 | 23.7 | -17.0 | COc1ccc(-c2[nH]ncc2/C=N\NC(=O)c2ccc(C(C)(C)C)cc2)cc1OC | 9.9 | 1.7 | 20.3 | 0.797
8 | 0.981 | -2.0 | 4.9 | 1.9 | COc1ccc(NC(=O)Cc2nnc(SCC(=O)NC3=NCCS3)n2C)cc1 | -8.1 | -7.4 | -2.3 | 1.02
9 | 0.948 | . | . | 5.2 | CN(C)/C=C(\C=N\OCc1ccc(Cl)cc1Cl)C(=O)Nc1ccc(Cl)c(Cl)c1 | . | -5.1 | -15.8 | 1.16
10 | 0.966 | -9.3 | 10.9 | 3.4 | CCCCCCCC(=O)N/N=C/c1ccc(Br)cc1 | 13.4 | 0.1 | 5.2 | 0.948
11 | 0.822 | -3.0 | 6.9 | 17.8 | c1nc2sc3c(c2c2nnnn12)CCC3 | -1.0 | -2.8 | 0.3 | 0.997
12 | 0.976 | -10.9 | 8.0 | 2.4 | Cc1cccc(C)c1NC(=S)N(Cc1cccnc1)Cc1ccccc1Cl | -3.7 | 2.1 | -2.0 | 1.02
13 | 0.933 | 1.1 | 4.0 | 6.7 | O=C(C1=C(O)C(=O)N(Cc2ccccc2)C1c1ccco1)c1ccco1 (stereo not given) | 5.1 | 0.8 | 8.6 | 0.914
14 | 1.01 | -7.3 | 39.0 | -1.3 | COc1ccc(/C=N/n2c(-c3ccc(C)cc3)n[nH]c2=S)cc1OC | -1.1 | -0.7 | 8.7 | 0.913
15 | 1.01 | -3.3 | 15.6 | -1.1 | Cc1cccc(C2=NN(c3ccccc3)[C@@H](C(=O)N3CCOC3=O)[C@@H]2c2ccc([N+](=O)[O-])cc2)c1 | 0.8 | 1.3 | . | .
16 | 1.02 | 1.9 | -8.5 | -1.9 | CCC(C)[C@H](NC(=O)NCc1ccccc1Cl)C(=O)O (stereo not given in full) | -1.1 | 3.7 | -3.2 | 1.03
17 | 0.929 | -7.0 | 0.3 | 7.1 | Cc1cc(N/N=C/c2ccc(F)cc2)nc(-n2nc(C)cc2C)n1 | 2.2 | 1.5 | -10.2 | 1.1
18 | 0.974 | -5.8 | 15.1 | 2.6 | COc1ccc(OCc2cc(C(=O)NC(C)c3cnn(C)c3)no2)c(Cl)c1 (stereo not given) | 2.9 | -5.9 | -31.9 | 1.32
19 | 0.983 | -8.5 | 10.0 | 1.7 | O=C(CCNC(=O)c1ccco1)NCCN1C(=O)S/C(=C\c2ccc(F)cc2)C1=O | -1.0 | -3.7 | 4.7 | 0.953
20 | 0.898 | -7.1 | -9.3 | 10.2 | C[C@H](NC(=O)c1nc[nH]c1C(=O)N1CCc2ccccc2C1)C(=O)OCc1ccccc1 | 3.0 | -1.9 | -25.3 | 1.25
21 | 0.915 | 6.6 | 10.7 | 8.5 | COc1ccc(S(=O)(=O)N2CCCCCC2)cc1C(=O)Nc1cccc(C)n1 | -4.4 | -3.2 | -35.7 | 1.36
22 | 0.89 | -0.3 | 19.4 | 11.0 | c1csc(Cc2nn3c(-c4n[nH]c5c4CCC5)nnc3s2)c1 | 3.8 | 9.3 | -3.3 | 1.03
23 | 1.05 | -7.9 | -4.2 | -4.7 | CC(=O)c1cccc(N(CC(=O)NCCc2ccccc2)C(=O)c2csnn2)c1 | -8.1 | -0.8 | 1.1 | 0.989
24 | 0.962 | 2.3 | -6.8 | 3.8 | C[C@H](NC(=O)[C@H]1N2C(=O)c3ccccc3C2SC1(C)C)C(=O)NCc1ccncc1 (stereo not given in full) | -4.8 | 0.5 | -12.4 | 1.12
25 | 1.01 | 18.3 | 8.1 | -1.3 | Cc1c(C(=O)N(C)CCc2cnn(C)c2)oc2c(F)cccc12 | -4.7 | -3.1 | 2.4 | 0.976
26 | 0.996 | -9.4 | 3.2 | 0.4 | Cc1oncc1-c1cn2ccccc2n1 | -1.4 | -3.2 | -23.4 | 1.23
27 | 1.01 | 5.3 | -14.6 | -0.8 | Cn1cnnc1SCc1nnc(-c2ccccc2Br)o1 | -9.8 | -0.1 | -10.3 | 1.1
28 | 0.964 | -3.7 | 13.4 | 3.6 | Cc1cccc(NCc2ccccc2O)c1 | -2.6 | -1.2 | -11.2 | 1.11
29 | 1.04 | 24.9 | 4.3 | -3.9 | COc1ccc(C)cc1NC(=O)C(Sc1nnc(-c2cccs2)o1)c1ccccc1 (stereo not given) | -9.3 | 0.0 | -21.4 | 1.21
30 | 0.958 | -2.7 | 3.2 | 4.2 | C=CC[C@H](CC(=O)NCCO)C(=O)NCCOC(=O)[C@@H](CC=C)Cc1ccc(F)cc1 | -2.5 | 1.7 | 9.8 | 0.902
31 | 1.05 | -14.9 | 2.6 | -4.6 | CC(C)N(CC(N)=O)C(=O)c1sc2cc(F)ccc2c1Cl | -2.8 | 0.6 | -3.7 | 1.04
32 | 0.975 | -7.8 | 12.0 | 2.5 | Cc1c(C=C2C(=O)c3ccccc3C2=O)cc(C#N)n1C | 2.3 | -0.3 | -5.7 | 1.06
33 | 0.912 | 3.7 | -4.3 | 8.8 | CN(C(=O)c1ccc(Oc2ccc([N+](=O)[O-])cc2)cc1)C1CCCCC1 | 0.2 | -5.7 | -16.3 | 1.16
34 | 0.974 | -2.1 | 4.9 | 2.6 | COc1ccccc1-n1ccn(CC(=O)Nc2ccc(C)cc2Cl)c(=O)c1=O | -1.3 | -4.5 | 0.5 | 0.995
35 | 1 | 6.3 | 13.5 | 0.0 | CC(=O)N1c2ccc(S(=O)(=O)NCC3CCC(C(=O)N4CCCC(C)C4)CC3)cc2CC1C (stereo not given) | -2.1 | -8.3 | 16.0 | 0.84
36 | 1.06 | 12.5 | 12.9 | -5.6 | Cc1ccccc1NC(=O)/C(=C/c1ccco1)c1ccccc1 | -4.2 | 4.5 | 10.7 | 0.893
37 | 1.02 | -10.1 | -8.7 | -1.9 | CCN(C(=O)CN1CCN(C)CC1)c1cccc2ccccc12 | -4.6 | -2.5 | -8.9 | 1.09
38 | 0.94 | 4.2 | -11.7 | 6.0 | CCC(C)NC(=O)c1cc(OC)c(OC)c(OC)c1 (stereo not given) | -3.9 | -4.5 | -26.4 | 1.26
39 | 0.847 | 0.9 | 19.4 | 15.3 | COCCNC(=O)/C(C#N)=C/c1ccc(O)c([N+](=O)[O-])c1 | -7.2 | -0.6 | 8.6 | 0.914
40 | 0.977 | 2.5 | -10.1 | 2.3 | CCOC(=O)c1cc(CO)cc(C(=O)OCC)c1 | -2.2 | 1.9 | -10.2 | 1.1
41 | 0.835 | -20.6 | 10.8 | 16.5 | COc1ccc(N2CCN(C(=O)c3ccc(NS(=O)(=O)c4ccc(F)cc4)cc3)CC2)cc1 | 1.2 | 1.7 | -3.5 | 1.03
42 | 1.13 | 14.2 | -2.2 | -13.1 | CCCCN(C(=O)Cn1nnc2ccccc21)C(C(=O)NCc1ccco1)c1ccncc1 (stereo not given) | -1.0 | -4.0 | 10.0 | 0.899
43 | 0.935 | 1.0 | 17.7 | 6.5 | Cc1ccc(NC(=O)CN2C(=O)COc3ccc(S(=O)(=O)N4CCOCC4)cc32)cc1N(C)C | -4.2 | -5.5 | 10.2 | 0.898
44 | 1.05 | -2.8 | -12.7 | -4.6 | CCOC(=O)Cc1c[nH]c(=S)[nH]c1=O | -0.7 | -4.5 | -4.2 | 1.04
45 | 1.13 | -2.4 | 19.0 | -13.1 | O=C(CSc1nc(SCC(=O)NCc2ccccc2)n(-c2ccccc2)n1)NCc1ccccc1 | -4.7 | 9.8 | -13.7 | 1.14
46 | 1.02 | -15.5 | 18.1 | -2.5 | C/C(=N\NC(=O)c1nnn(-c2nonc2N)c1-c1ccc(Cl)c(Cl)c1)c1ccncc1 | 3.0 | -0.1 | -10.2 | 1.1
47 | 1.07 | -2.2 | 18.2 | -6.7 | COc1ccc2nc(SCC(=O)NC3CC3)c(C#N)cc2c1 | -2.8 | -1.5 | -18.8 | 1.19
48 | 0.981 | -5.0 | 14.1 | 1.9 | O=C(CSc1ncnc2c1nnn2Cc1ccccc1F)NCC1CCCO1 (stereo not given) | -0.2 | 7.8 | 9.5 | 0.905
49 | 0.952 | 6.8 | 2.5 | 4.8 | Cc1cccc(CSc2nnc(-c3ccco3)n2C)c1 | -3.3 | -1.8 | 14.1 | 0.859
50 | 1.01 | 1.0 | -3.2 | -0.6 | O=C(Nc1ccnn1C1CCN(C2CCC2)CC1)c1ccccc1Cl | -0.5 | 0.9 | 12.9 | 0.871
51 | 0.968 | 7.9 | -0.1 | 3.2 | O=C(NC1CCCCC1)N1CCN(c2ccccc2Cl)CC1 | 5.2 | -1.4 | -10.6 | 1.11
52 | 1.11 | 5.5 | -11.6 | -10.8 | CN(C)C1=NC[C@H](Cc2ccccc2)N1CCC1CCCC1 | -6.4 | -3.4 | -18.0 | 1.18
53 | 1.01 | -8.7 | 5.1 | -1.4 | CCOC(=O)CON1C(=O)C(=O)N(OCC(=O)OCC)[C@H]2CCCC[C@H]21 | -4.0 | 3.7 | -0.6 | 1.01
54 | 0.908 | -11.6 | -5.5 | 9.2 | O=C1CC2(CCN(C(=O)c3ccc(Br)cc3)CC2)Oc2ccccc21 | 0.8 | -0.7 | -2.3 | 1.02
55 | 1.03 | 0.8 | 15.1 | -3.3 | Cc1ccc2nc3c(c(Nc4cccc(O)c4)c2c1)CCC3 | 7.8 | 3.2 | 2.1 | 0.979
56 | 1.02 | -5.0 | -0.2 | -2.3 | CCN(CC)S(=O)(=O)c1ccc(Cl)c(NC(=O)CSc2cccc[n+]2[O-])c1 | -0.9 | 5.4 | -9.1 | 1.09
57 | 1.05 | 4.7 | 12.1 | -4.6 | CC(C)[C@H](NC(=O)c1ccccc1)C(=O)OCC(=O)c1ccccc1F | -7.8 | 0.8 | -1.4 | 1.01
58 | 0.989 | -7.6 | -8.7 | 1.1 | CCOc1cc(C(=O)OCC(=O)Nc2cccc(C)c2)ccc1OCC(=O)N1CCOCC1 | -15.7 | -0.2 | -8.6 | 1.09
59 | 0.896 | 13.0 | 4.3 | 10.4 | Cc1ccccc1-c1nc(CS(=O)(=O)CC(=O)N2CCc3ccccc3C2)c(C)o1 | 0.1 | -2.2 | 10.5 | 0.895
